Compound activity: PubChem BioAssay, Broad Institute
Xi reactivation – activators of inactive X chromosome reactivation, primary screen, imaging, XiGFP fibroblasts, GFP high-content imaging, set 2. XiGFP mouse fibroblasts, % GFP-positive cells imaging, 3 d; cells co-treated with 5-aza-dC sensitizer; scaled so ellipticine positive control = 100%. activation, % at 7.58 µM. 360,000 tested, 0.055% active. AID 743238, 2013;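 active = mean normalized replicate activation at least 10% and every replicate at or above 10%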;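 note: 0% = median of on-plate neutral control wells and 100% = ellipticine 6 µM median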
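Material: XiGFP fibroblasts, SV40-immortalized; Buffer or medium: DMEM containing 5-aza-dC; Compound dosing: single point; Times: 3 days compound exposure.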
RAD52 inh – RAD52 DNA annealing inhibitors, primary screen, biochemical, FRET, single point, set 2; DNA repair protein RAD52 homolog (Homo sapiens), P43351; recombinant RAD52 DNA annealing, FRET fluorescence; inhibition, % at 18.7 µM; 360,000 tested, 0.46% active; AID 651710, 2012;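 active = every replicate showing at least 50% inhibition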
EWS-Fli inh – EWS/Fli-driven NR0B1 reporter inhibitors, primary screen, A673 cells, NR0B1 luciferase, luminescence, MLPCN library; viability-normalised; inhibition, % at 12.6 µM; 350,000 tested, 0.67% active; AID 651661, 2012;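 active = mean inhibition of at least 50% after viability correction, with every replicate also passing that limit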;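 note: firefly luciferase signal divided by Alamar Blue viability fluorescence both relative to DMSO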
FN deposit inh – inhibitors of fibronectin matrix deposition, primary screen, AH1F cells, Alexa488-fibronectin fluorescence, plate reader; AH1F fibroblasts, overnight; inhibition, % at 12.6 µM; 350,000 tested, 0.086% active; AID 743247, 2014;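 active = mean inhibition across replicates of 30% or more, regardless of how many single replicates reach that level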;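 note: positive control wells lacked labelled fibronectin entirely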
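material = AH1F fibroblast monolayer depositing Alexa488-labelled fibronectin into matrix | amount = 10000 AH1F cells/well | buffer or medium = DMEM plus 2% serum, read in PBS | incubation = 1 h cell adhesion before compound, then overnight fibronectin incubation | detection = fluorescence at 485 nm excitation, 525 nm emission | evaluation = percent inhibition as loss of matrix-bound fibronectin fluorescence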
esBAF inh – Bmi1 luciferase reporter increase in mESCs, primary screen, esBAF inhibitor project, mouse ES cells, Bmi1 luciferase knock-in, single point; reporter increase, % at 12.5 µM; 24 h; 100% = twice the neutral-well signal; 350,000 tested, 2% active; AID 602393, 2012; in the data active = activation above about 40%;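 note: 0% = median of the plate's neutral control wells and 100% = double that signal; a rise in the Bmi1 reporter signal indicates esBAF inhibition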
RAD54 branch – inhibitors of human RAD54 branch migration, primary screen, biochemical, fluorescence, single point. DNA repair and recombination protein RAD54-like (Homo sapiens), Q92698. RAD54 Holliday junction branch migration, FAM/BHQ fluorescence. inhibition, % at 10.4 µM. 360,000 tested, 0.14% active;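 active = mean normalized replicate activity at least 40 and at least half of replicates scoring 40 or more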;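 note: 0% = median of neutral control wells and 100% = median of positive control wells; inhibitors cause a drop in the FAM fluorescence signal; in these data hits start at about 50%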
E-selectin induc – E-selectin induction in HUVECs, primary screen, imaging, HUVEC, immunofluorescence imaging, single point; P16581; normalized: neutral wells 0, TNF-alpha wells 100; activation, % at 7.58 µM; 260,000 tested, 0.37% active; AID 686992, 2013;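 active = mean E-selectin-positive cell signal at least 10% of the positive control, reached in at least 60% of replicates, without over 20% cell loss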;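 note: in these data hits start at about 27%; measured in HUVEC primary endothelial cells; signal is the percent of cells scored E-selectin positive by PE staining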
Target sequence (P16581 whole entry, looked up): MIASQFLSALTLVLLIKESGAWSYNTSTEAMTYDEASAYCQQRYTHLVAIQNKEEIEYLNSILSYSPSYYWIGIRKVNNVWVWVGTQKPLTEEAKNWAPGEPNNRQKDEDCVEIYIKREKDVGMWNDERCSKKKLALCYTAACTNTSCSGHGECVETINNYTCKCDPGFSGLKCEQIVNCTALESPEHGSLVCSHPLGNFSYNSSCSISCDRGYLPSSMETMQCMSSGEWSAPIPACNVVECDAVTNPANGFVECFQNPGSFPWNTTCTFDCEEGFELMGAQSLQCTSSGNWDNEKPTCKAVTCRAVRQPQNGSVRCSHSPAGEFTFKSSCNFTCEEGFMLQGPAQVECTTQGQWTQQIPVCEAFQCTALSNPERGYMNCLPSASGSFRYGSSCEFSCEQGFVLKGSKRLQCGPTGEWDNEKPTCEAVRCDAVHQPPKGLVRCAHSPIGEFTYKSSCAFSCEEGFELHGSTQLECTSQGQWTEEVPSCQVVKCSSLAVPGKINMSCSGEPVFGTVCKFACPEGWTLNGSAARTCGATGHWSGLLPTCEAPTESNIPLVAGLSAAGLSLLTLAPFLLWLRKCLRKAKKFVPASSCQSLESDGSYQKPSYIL
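Read-out: % PE-positive cells | Test system: HUVEC | Doses: One compound dose added by pin transfer | Buffer or medium: EGM-2 over gelatin coat | Signal: Immunofluorescence imaging | Benchmarks: TNF-alpha, DMSO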
S100A4 inh HTS – inhibitors of S100A4-myosin IIA peptide binding, primary screen, biochemical, fluorescence polarization, TAMRA-MyoIIA peptide | 360,000 tested, 0.14% active | Protein S100-A4 (Homo sapiens), P26447 | inhibition, % at 10.7 µM | AID 652163, 2013;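 active = mean inhibition of at least 70% across replicates, with every replicate also reaching that level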
Target sequence (P26447 whole entry, looked up): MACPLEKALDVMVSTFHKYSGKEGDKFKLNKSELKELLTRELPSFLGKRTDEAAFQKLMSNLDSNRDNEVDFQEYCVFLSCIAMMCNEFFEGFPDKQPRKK
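assay system = human S100A4 monomer with TAMRA-labelled myosin IIA peptide | also added = labelled myosin peptide probe, 5 nM | incubation = 5 min between mix addition and reading | control set = DMSO and TFP controls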
The depositor's hits bear a star; nt = no result given; & = joins results of further samples.

compound,Xi reactivation,RAD52 inh,EWS-Fli inh,FN deposit inh,esBAF inh,RAD54 branch,E-selectin induc,S100A4 inh HTS
O=S(=O)(Nc1ccccc1Br)c1cccc2cccnc12,-0.1,-73,-27,7,-4,-6,-0.3,-5
COc1ccc(N2C(=O)C3CCCN3C2c2ccccc2OC)cc1 (stereo unspecified),0.1,-11,-14,5,12,-7,0.6,-2
CC(=O)Nc1ccccc1C(=O)C(=O)Nc1ccc(C)c(C)c1,0.0,2,-105,1,33,0,nt,-2
COc1ccc(S(=O)(=O)N(C)C[C@@H]2Oc3ccc(NS(=O)(=O)c4cn(C)cn4)cc3CC(=O)N([C@H](C)CO)C[C@H]2C)cc1,-1.0,2,-13,nt,10,1,-0.2,4
CO[C@@H]1CN(C)C(=O)c2ccc(NC(=O)c3cc(C)on3)cc2OC[C@@H](C)N(C)C[C@@H]1C,0.4,5,-8,0,4,-7,-0.2,16
CCC(=O)N1N=C(c2ccc(C)cc2)CC1c1ccco1 (stereo unspecified),0.5,-22,-1,-3,nt,nt,3.5,5
COc1ccc(OC)c(NC(=O)CC2SC(=NCc3ccccc3)NC2=O)c1 (stereo unspecified),0.1,-3,5,18,nt,nt,nt,-2
COc1cccc(OC)c1C(=O)N[C@@H]1C(=O)N2[C@@H]1SC(C)(C)[C@@H]2C(=O)O,0.3,-9,-6,2,-4,2,nt,18
O=[N+]([O-])c1ccc(N=Nc2ncc[nH]2)cc1,6.6,6,63*,7,-51,3,30*,-3
O=C(C[C@@H]1C=C[C@@H](NC(=O)C2CC2)[C@H](CO)O1)Nc1nccs1,0.2,-2,-12,6,5,4,-0.3,4
COc1cccc(NC(=O)C(NCCc2ccc(S(N)(=O)=O)cc2)c2ccccc2)c1 (stereo unspecified),nt,-10,11,-8,-1,-5,nt,-5
CNC[C@H]1Oc2c(N)cccc2C(=O)N([C@H](C)CO)C[C@H]1C,0.1,-19,2,18,1,16,nt,-14
O=C(CCc1nc2ccccc2c(=O)[nH]1)N1CCN(c2ccccc2Cl)CC1,0.0,-2,4,8,-8,-1,0.2,-4
C[C@@H]1CN([C@@H](C)CO)C(=O)c2cc(-c3ccc(F)cc3)cnc2O[C@@H]1CN(C)C(=O)Cc1ccccc1,0.2,10,-16,nt,-1,2,0.0,-4
CCNC(=O)C1CCCN1S(=O)(=O)c1ccc2ccccc2c1 (stereo unspecified),0.0,-11,nt,-2,nt,6,-0.3,0
CCn1c(SCC(=O)N/N=C/c2ccccc2OCC(=O)O)nnc1-c1ccc(C(C)(C)C)cc1,0.2,-10,11,1,nt,-3,nt,11
Cc1ccc(-n2[nH]c(C)c(/C=N/n3c(C)nc4ccccc4c3=O)c2=O)cc1,nt,-27,nt,nt,12,-8,nt,-2
OC(c1ccccc1)c1ncc(-c2cccc(C(F)(F)F)c2)[nH]1 (stereo unspecified),0.0,-7,-8,4,15,2,0.7,-5
CCCn1c(N)c(Br)c(=O)[nH]c1=O,0.0,-10,12,-2,-5,-1,nt,3
COc1ccc(C2(CNC(=O)c3ccccc3)CCCC2)cc1OC,0.2,-12,1,4,-8,-16,nt,9
COc1ccccc1C(=O)Nc1ccc2c(c1)C(=O)N(C)C[C@H](OC)[C@H](C)CN(C(C)=O)[C@H](C)CO2,0.0,-4,1,1,2,3,0.1,-3
Fc1ccc2nc(-c3ccc(CN4CCC(c5nc6ccccc6[nH]5)CC4)cc3)c(-c3ccccc3)nc2c1,0.1,-24,23,12,nt,nt,1.5,1
C[C@@H]1CN([C@@H](C)CO)C(=O)c2cc(NS(C)(=O)=O)ccc2O[C@H]1CN(C)CC1CCCCC1,0.7,1,-1,-2,-1,-9,1.0,-7
C[C@]12CC[C@@H]3c4cc(O)c(O)cc4CC[C@H]3[C@@H]1CC[C@@H]2O,0.3,-10,35,4,4,5,-2.1,-1
CN(C)S(=O)(=O)c1cccc(NC(=O)c2ccncc2)c1,-0.1,-5,12,3,1,0,0.9,0
c1ccc(CCCCN2C(Nc3ccccc3)=NC[C@@H]2Cc2ccccc2)cc1,-0.6,10,32,8,-13,16,0.1,-5
CCN(CC)CC(C)(C)COC(=O)c1oc2ccccc2c1C,0.0,-10,-6,6,nt,-6,0.4,1
COc1ccc(NC(=O)c2cc(S(=O)(=O)N3CCCC3)cn2C)cc1Cl,0.0,1,16,9,18,-5,nt,-2
Cc1ccc(CNC(=O)c2nnn(CC(=O)Nc3cccc(C)c3C)c2N)cc1,0.2,-6,nt,1,6,6,nt,-2
O=C(Nc1ccccc1)N1C[C@@H]2[C@H](c3ccccc31)[C@@H](CO)N2Cc1ccc(F)cc1,0.4,1,-11,nt,-2,-8,0.0,-1

Compound profiles, from the list above. Values in the order: Xi reactivation | RAD52 inh | EWS-Fli inh | FN deposit inh | esBAF inh | RAD54 branch | E-selectin induc | S100A4 inh HTS
O=C(Nc1ccccc1)N1C[C@@H]2[C@H](c3ccccc31)[C@@H](CO)N2Cc1ccc(F)cc1 is listed as 0.4 | 1 | -11 | nt | -2 | -8 | 0.0 | -1
CNC[C@H]1Oc2c(N)cccc2C(=O)N([C@H](C)CO)C[C@H]1C is listed as 0.1 | -19 | 2 | 18 | 1 | 16 | nt | -14
CCC(=O)N1N=C(c2ccc(C)cc2)CC1c1ccco1 (stereo unspecified) is listed as 0.5 | -22 | -1 | -3 | nt | nt | 3.5 | 5

Continuation.
compound,Xi reactivation,RAD52 inh,EWS-Fli inh,FN deposit inh,esBAF inh,RAD54 branch,E-selectin induc,S100A4 inh HTS
CCCOc1ccc(Cl)cc1/C=C1/C(=O)ON=C1C,-0.1,-8,6,-9,-7,-1,0.2,-9
CC(=NO)C1CCC2C3CCC4CC(=NO)CCC4(C)C3C(C)(O)CC12C (stereo unspecified),0.0,3,-3,-4,-7,-3,0.4,-5
CCCc1nc2ccc(Cl)cn2c1Cc1cccc(Cl)c1,0.1,-29,-14,-17,36,0,0.0,2
CC(C)C(=O)N(Nc1nc2ccccc2s1)C(=O)C(C)C,0.0,-13,7,7,nt,nt,nt,9
O=S1(=O)CC(N2CCN(CCO)CC2)CN1C1CCCCC1 (stereo unspecified),-0.1,-6,-4,8,-3,3,3.7,-2
CC(C)CN1CCCC(N2CCN(c3cccc(Cl)c3)CC2)C1 (stereo unspecified),0.0,-17,8,-5,-3,-6,nt,-72
COC(=O)c1ccc(C2=NOC(C)(c3sc(-c4ccccc4)nc3C)C2)cc1 (stereo unspecified),0.0,-18,-22,1,10,-4,0.0,-3
CCCS(=O)(=O)NC(=O)C1(C)CCN(C(=O)COc2ccccc2)C1 (stereo unspecified),0.1,-11,-8,nt,4,-17,nt,0
CN(CCO)C(=O)c1nc[nH]c1C(=O)N1CCN(C(=O)OC(C)(C)C)CC1,0.3,-10,-6,2,-4,3,0.0,0
Cc1onc(-c2ccc(Cl)cc2)c1-c1ccnc(SCC(=O)Nc2ccc(C(C)C)cc2)n1,-0.1,4,1,6,nt,nt,nt,7
N#C[C@@H]1[C@@H](c2ccc(C#CC3CC3)cc2)[C@H](CO)N1C(=O)c1cccc(F)c1,-0.1,-82,2,-4,-3,0,0.1,-4
CCCS(=O)(=O)NC(=O)C1(C)CCN(C(=O)c2cccc(OC(F)(F)F)c2)C1 (stereo unspecified),-0.1,-5,7,nt,2,9,nt,-1
Cc1ccc(S(=O)(=O)N2[C@@H](c3ccccc3)C(C(=O)O)=CC[C@H]2c2ccc(Cl)cc2)cc1,-0.1,-8,-7,1,5,17&1,-0.1,-2
Cc1cc(C)c(S(=O)(=O)N2CCOC2CNC(=O)C(=O)NCCCn2ccnc2)c(C)c1 (stereo unspecified),0.0,4,9,4,nt,nt,-1.8,1
COc1ccc2c3c(n(C)c2c1)[C@@H](CO)N(C(C)=O)CC31CN(Cc2nccs2)C1,-0.1,9,13,nt,nt,nt,1.3,60
COc1ccc(CCNC(=O)COC(=O)c2ccc(OC)cc2OC)cc1,-0.1,-11,-1,3,-2,6,-1.7,-2
COc1ccc(NC(=O)CN2CCN(c3ccccc3C)CC2)cc1,0.0,-12,9,-2,3,9,nt,10
CN1[C@@H]2c3ccc(-c4ccccc4)c(=O)n3C[C@H]1[C@H](CO)[C@H]2C(=O)NC1CCCCC1,-0.1,-10,-1,nt,-4,7,-0.2,-6
Fc1ccccc1C1c2[nH]c3ccccc3c2CCN1Cc1cccn1-c1ncccn1 (stereo unspecified),0.1,-17,13,2,4,nt,nt,-8
O=C(N/N=C1/CCSC1)c1cc(Br)ccc1O,0.0,-29,4,-9,-3,-8,nt,4
O=S(=O)(Nc1n[nH]c(C(F)(F)F)n1)c1ccccc1,-0.2,-6,3,5,-12,nt,nt,-3
COc1ccc(S(=O)(=O)N2CCCOC2CNC(=O)C(=O)NCc2ccccc2F)cc1C (stereo unspecified),-0.1,-17,nt,0,nt,-1,0.0,-4
CC(C)C[C@@H](CN)NC(=O)c1nc[nH]c1C(=O)N[C@@H](Cc1c[nH]c2ccccc12)C(=O)CNC[C@H](C)NC(=O)c1nc[nH]c1C(=O)N[C@@H](C)C(=O)O,0.1,-9,9,-6,-6,-17,0.9,-2
N#CC(CCc1ccccn1)c1ccccc1 (stereo unspecified),-0.1,-18,-3,nt,1,8,0.0,-3
CCN(CC)S(=O)(=O)c1ccc(N/N=C(\C)c2cccnc2)nc1,0.0,-11,-9,6,15,-5,nt,2
COc1ccc(/C=C(\NC(=O)c2ccco2)C(=O)N2CCOCC2)cc1,0.0,11,-13,6,-5,nt,0.3,3
Cc1cc(Br)ccc1SCC(=O)OCC(O)=C(C#N)c1nc2ccccc2[nH]1,0.0,-137,13,nt,nt,-4,-0.4,12
CC(C)S(=O)(=O)c1ccc(C(=O)Nc2ccc(F)cc2F)cn1,0.2,-7,1,12,nt,nt,nt,1
Cc1cc(C)c2nc(-c3ccccn3)cc(C(=O)n3cccn3)c2c1,0.4,-6,13,6,nt,nt,-0.1,1
COCC(=O)N1CC2(C1)CN(Cc1ccccc1Cl)[C@@H](CO)c1[nH]c3cc(OC)ccc3c12,-0.1,-35,10,nt,nt,nt,-0.7,9
C[C@H]1CN([C@@H](C)CO)C(=O)c2cc(NC(=O)Nc3ccc(F)cc3)ccc2O[C@@H]1CN(C)CC1CC1,0.3,26,18,nt,nt,nt,19,0
C[C@H](CO)N1C[C@H](C)[C@H](CN(C)C(=O)Nc2ccccc2)Oc2ccc(N(C)C)cc2CC1=O,-0.9,13,-4,nt,-3,1,nt,6
Cc1cccc(S(=O)(=O)N[C@H]2CC[C@H](CCNC(=O)c3cnccn3)O[C@H]2CO)c1,-0.7,-2,-6,-4,3,-5,-0.5,11
